# Screening results from PubChem.
# TDP1 block – TDP1 (human) enzyme inhibition | Q9NUW8 | recombinant TDP1, AlphaScreen DNA substrate cleavage | Potency, µM (titrated, usually from 130 µM), inactives show at the highest dose activity change, negative = inhibition, hits mostly inhibitors | hit rate 0.28% among 350,000 | AID 485290; note: nearly all actives have a fitted effect of over 40% in size
# Target sequence (Q9NUW8 whole entry, looked up): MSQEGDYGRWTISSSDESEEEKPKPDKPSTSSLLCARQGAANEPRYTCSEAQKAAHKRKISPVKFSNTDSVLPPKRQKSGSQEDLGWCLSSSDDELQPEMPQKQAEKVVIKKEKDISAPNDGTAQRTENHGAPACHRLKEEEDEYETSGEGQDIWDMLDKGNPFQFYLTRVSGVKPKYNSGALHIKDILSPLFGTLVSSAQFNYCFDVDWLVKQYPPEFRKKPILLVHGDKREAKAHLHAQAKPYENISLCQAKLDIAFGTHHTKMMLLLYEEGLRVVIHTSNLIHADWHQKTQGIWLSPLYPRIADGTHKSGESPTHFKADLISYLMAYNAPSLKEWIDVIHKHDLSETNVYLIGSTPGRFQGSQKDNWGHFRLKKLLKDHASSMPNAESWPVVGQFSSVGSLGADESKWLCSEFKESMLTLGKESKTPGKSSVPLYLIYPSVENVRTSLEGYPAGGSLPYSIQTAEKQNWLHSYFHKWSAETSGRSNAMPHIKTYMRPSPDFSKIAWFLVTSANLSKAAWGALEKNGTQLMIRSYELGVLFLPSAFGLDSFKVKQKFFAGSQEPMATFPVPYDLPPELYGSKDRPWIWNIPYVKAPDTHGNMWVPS
#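 Signal: AlphaScreen proximity between streptavidin donor and anti-FITC acceptor beads on intact substrate. Reaction: Tdp1 1 nM, substrate 15 nM final, 5 min RT after 15 min compound preincubation.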
# DT40 TDP1 no CPT – qHTS for Inhibitors of human tyrosyl-DNA phosphodiesterase 1 (TDP1): qHTS in cells in absence of CPT; DT40 Tdp1-/- hTDP1 cells, no CPT, ATP luminescence, 48 h; Potency, µM (doses to about 46.2 µM), for the others: top-dose activity change, negative = growth inhibition, hits mostly inhibitors; hit rate 15% among 420,000; AID 686978, 2013; note: nearly all actives have a fitted effect of over 55% in size
#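 Chicken DT40 Tdp1-/- cells stably complemented with human TDP1 were seeded at 400 cells/well with DMSO in place of 20 nM camptothecin. After compound pinning, cells grew at least 48 hr at 37 °C; viability read by CellTiter-Glo luminescence.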
# DT40 TDP1 CPT – DT40-hTDP1 cell growth loss with CPT. chicken DT40 Tdp1-/-;hTDP1 cells + 20 nM CPT, ATP luminescence, 48 h. Potency, µM (top dose mostly 46.2 µM), for inactives: top-dose activity change, negative = growth inhibition, hits mostly inhibitors. hit rate 12% among 420,000. AID 686979; note: nearly all actives have a fitted effect of over 55% in size
#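 Chicken DT40 Tdp1-/- cells complemented with human TDP1, 400 cells/well, exposed to compounds plus 20 nM camptothecin for at least 48 h at 37 C; viability read as ATP content by CellTiter-Glo luminescence.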
# Starred values were filed as active, the others as inactive; ? = inconclusive; · = not tested or not shown; & = joins results of further samples; [ ] = another dose, or the depositor's remark. Calls come from the whole dose curve; as a rule, active = well fitted curve in the direction sought with a large enough effect; inconclusive = small, poorly fitted or top-dose-only effect, or another doubt; inactive = no such curve, though single readings can be large; an effect the other way counts as inactive or inconclusive. % is set by controls: 0 for no effect and ±100 for the full control effect; potency is the fitted concentration of half-maximal effect. An unsorted share of the library; overall some 18% were active at least once.
smiles,DT40 TDP1 CPT,DT40 TDP1 no CPT,TDP1 block
Cc1nc2c(cc1N)nc(C)n2Cc1ccccc1,-11%,-9%,·
C#CCOc1ccc(/C=C2/C(=O)N(c3ccc(S(N)(=O)=O)cc3)N=C2C)cc1OC,?,?,·
COc1ccc2c(CC(=O)N3CCN(S(=O)(=O)c4ccc(F)cc4)CC3)coc2c1,-19%,-7%,-7%
Cc1cc(C)n2nc(CNS(=O)(=O)c3cccc(Cl)c3)nc2n1,-4%,-6%,5%
Cc1ccc(CNC(=O)C2CCN(S(=O)(=O)c3ccc4nc5c(c(C(=O)O)c4c3)CC(C)CC5)CC2)cc1 (stereo not given),-1%&-15%,5%&6%,3%&4%
Cc1cccc(N(C(=O)c2snc(C(N)=O)c2N)C(C(=O)NCc2ccccc2)c2ccncc2)c1 (stereo not given),0%,?,1%
NS(=O)(=O)c1cccc(NC(=S)NCc2ccccc2)c1,2%,-14%,0%
CCCCC(=O)NC(c1cccc([N+](=O)[O-])c1)c1c(OC(C)=O)ccc2ccccc12 (stereo not given),?,?,-4%
CCCC(=O)N1CCC1(C)C(=O)Nc1ccc(OC(F)F)cc1 (stereo not given),-1%,-24%,·
CC(=O)c1c(C)oc2ccc(N(C(C)=O)S(=O)(=O)c3cccc([N+](=O)[O-])c3)cc12,21µM*,?,1%
CCCOc1ccc(/C=N/NC(=O)c2ccc(Cn3cc([N+](=O)[O-])cn3)o2)cc1,1%,-19%,0%
CC1CCCCN1C(=O)COC(=O)C1CCN(S(=O)(=O)c2ccc(Cl)c(C(F)(F)F)c2)CC1 (stereo not given),-6%,-20%,0%
CCCCNC(=O)CN(Cc1ccco1)S(=O)(=O)c1ccc(C(C)=O)cc1,-29%,?,1%
CCc1nc(SCc2ccccn2)c2c(=O)n(C)c(=O)n(C)c2n1,-3%,2%,3%
CCCCCOc1ccc(CSC2=NCCN2)cc1[N+](=O)[O-],?,23µM*,3%
O=C(CC1NC(=O)NC1=O)Nc1cccc2ccccc12 (stereo not given),2%,16%,-3%
Cc1ccc2[nH]c(=O)c(CN(CCO)C(=O)NCc3ccccc3)cc2c1,-20%,-25%,12%
Cc1ccc2oc(-c3cccc(NC(=O)C4CCCO4)c3)nc2c1 (stereo not given),-22%,-21%,3%
C/C(=C(\C#N)C(=O)NC1CCCCC1)N(C)C,-3%,-14%,2%
CC1(C)OC(=O)C(=CNNc2c(Cl)cc(Cl)cc2Cl)C(=O)O1,0%,-26%,1%
Cc1nc(SCc2ccc(Br)cc2)[nH]c(=O)c1C,?,?,4%
CC1=C(C(=O)Nc2cc(Cl)ccc2C)C2(CCCCC2)OC1=O,?,?,6%
CCC(NC(=O)CCc1c(C)c2cc3c(-c4ccccc4)coc3cc2oc1=O)C(=O)O (stereo not given),-10%,17%,·
C[C@H](NC(=O)c1nc[nH]c1C(=O)N[C@@H](CCCCN)C(=O)OC(C)(C)C)C(=O)OC(C)(C)C,-1%,-13%,1%
CCOc1ccc(OCc2ccc(C(=O)N/N=C(\C)c3ccccn3)cc2)cc1,0.92µM*,0.65µM*,9%
Cc1ccc(NC(=O)[C@@H]2CCCN2C(=O)[C@@H]2Cc3ccccc3CN2)c(C)c1,3%,1%,2%
NC(=O)c1cc([N+](=O)[O-])ccc1N1CCCCC1,-6%,-10%,6%
COC(=O)c1sc2ccccc2c1NC(=O)c1ccc(S(=O)(=O)N2CCCCC2)cc1,-11%,?,-3%
Cc1ccsc1/C=N/NS(=O)(=O)c1ccc([N+](=O)[O-])cc1,-23%,-18%,7%
Cc1cccnc1C(c1ccc(F)cc1)N(C)C(=O)C1CCN(CCCOc2ccc(F)cc2)CC1 (stereo not given),?,?,·

# Reprinted from the part before: 2 compounds, then new ones.
smiles,DT40 TDP1 CPT,DT40 TDP1 no CPT,TDP1 block
Cc1ccsc1/C=N/NS(=O)(=O)c1ccc([N+](=O)[O-])cc1,-23%,-18%,7%
Cc1cccnc1C(c1ccc(F)cc1)N(C)C(=O)C1CCN(CCCOc2ccc(F)cc2)CC1 (stereo not given),?,?,·
Clc1nnc2ccc(-c3ccccc3)nn12,-17%,5%,4%
O=C(OCCN1C(=O)c2cccc3c(N4CCOCC4)ccc(c23)C1=O)c1ccc(Cl)cc1,2.1µM*,1.6µM*,1%
CCOC(=O)C1=C(COC(=O)c2cccnc2Cl)NC(=O)NC1C (stereo not given),5%,-9%,1%
Cc1ccn2c(=O)c(C(=O)NC3CCCCC3C)c(O)nc2c1 (stereo not given),16µM*,?,2%
S=C1N(c2ccccc2)CN(CCN2CCOCC2)CN1c1ccccc1,19%,-6%,·
COC(=O)c1ccc(NC(=S)NC2CCc3ccccc32)cc1 (stereo not given),3%,-1%,-3%
CCN(CC)C(=O)Cn1nnc2sc(-c3ccccc3)cc2c1=O,?,?,2%
Fc1ccccc1Nc1nc(Cl)nc(Cl)n1,?,?,5%
O=c1c(Cl)c(Cl)cnn1Cc1nnc(-c2ccccc2Br)o1,4.1µM*,1.8µM*,3%
CCS(=O)(=O)c1ccc2c(c1)N(S(C)(=O)=O)CC(C(=O)NC1CC1)O2 (stereo not given),-1%,2%,2%
CC(=O)c1c(C)[nH]c(C(=O)Nc2cccc3ccccc23)c1C,-25%,?,-1%
O=[N+]([O-])c1cc(S(=O)(=O)C(F)(F)F)ccc1N1CCN(c2ccccc2)CC1,?,16µM*,5%
CN(C)C(=O)CCc1ccc2c3c([nH]c2c1)[C@]1(C)[C@@H](C(=O)N2CCOCC2)C[C@H](CC(=O)NCCN2CCOCC2)C(=O)N1CC3,13%,2%,0%[56.1 µM]
COc1ccccc1CC(=O)Nc1ccc2nc(N3CCC(C)CC3)cc(C)c2c1,-21%,?,-3%
COc1ccc(-n2c(=O)c3c(c4cc(OC)ccc4n3C)n(CC(=O)NCC3CCCO3)c2=O)cc1 (stereo not given),-5%,?,6%
CN1C(=O)/C(=C/c2cc3c(cc2Br)OCO3)NC1=S,0%,3%,1%
Cc1ccc(S(=O)(=O)N2CCCC2=O)c(C)c1N(C)S(C)(=O)=O,-7%,17%,-2%
Cc1ccc(NC(=O)CSCC(=O)N=c2sccn2C)cc1,-20%,?,-10%[0.505 µM]
COc1ccc(S(=O)(=O)N2CCSCC2)cc1C(N)=O,?,0%,·
O=C(NCc1ccccc1)C1C(=O)Nc2ccccc2C(=O)N1C1CCCC1 (stereo not given),-2%,2%,·
COc1ccc(S(=O)(=O)N2CCN(Cc3ccc4c(c3)OCO4)CC2)cc1,-17%,1%,·
Cc1ccc(-c2nn(CC(=O)NCc3ccccc3)c3c2cnc2ccc(F)cc23)cc1C,-29%,3%,1%
CCc1nc2ccc(C(=O)NCCCn3ccnc3)cn2c1N(CC)CCN(C)C,-17%,0%,·
N/C(=N\OC(=O)Cc1cccs1)c1cccc([N+](=O)[O-])c1,-2%,-3%,8%
CC(=O)Nc1ccc(-c2cc(-c3ccc(NC(C)=O)cc3)nc(-c3ccc(NC(C)=O)cc3)n2)cc1,5%,-4%,1%
CN1CCN(S(=O)(=O)c2cc([N+](=O)[O-])ccc2N2CCCCCC2)CC1,-24%,-28%,6%
O=C(Nc1ccccc1F)N1CCC(NC(=O)C23CC4CC(CC(C4)C2)C3)CC1,-30%,-14%,12%
NS(=O)(=O)c1ccc(NC(=O)CSc2nc3ccccc3nc2N2CCOCC2)cc1,13%,?,·
NS(=O)(=O)c1cccc(NC(=O)c2ccno2)c1,1%,24%,·
COC(=O)c1[nH]c2cccc(OC)c2c1NC(=O)CN1CC(C)OC(C)C1 (stereo not given),10%,-1%,0%
COc1cc(/C=C/c2ccc3cccc(O)c3n2)ccc1O,?,16µM*,·
Cc1ccc(C)c(N2CCN(C3CCCCC3NS(=O)(=O)c3ccccc3)CC2)c1 (stereo not given),7.3µM*,4.6µM*,-2%
Cc1ccc(C(C)(C)C)c(SCC(=O)Nc2nnc(C)s2)c1,2%,-12%,·
CCOc1cccc(NC(=O)CSc2sc3c(O)cc(=O)[nH]c3c2C#N)c1,25%,2%,10%
COC(=O)c1ccc(Cl)c(-c2ccc(/C=N/NC(=O)Nc3ccccc3)o2)c1,?,?,-1%
O=C(C1=NOC(CNc2ncc(C(F)(F)F)cc2Cl)C1)N1CCOCC1 (stereo not given),0.46µM*,-9%,3%
Cc1nn(CCC#N)c2nc(C(F)(F)F)[nH]c(=O)c12,-13%,-7%,1%
CC(C)NCC(=O)NC12CC3CC(CC(C3)C1)C2,?,-21%,4%
Cc1cc(N2CCCCC2)nc2ccc(NC(=O)c3ccc(Br)o3)cc12,?,?,4%
Cc1nn(-c2ccccc2)c(N)c1N=Nc1ccc2ccccc2c1,-8%,?,13%
CC(Oc1ccccc1Cl)C(=O)Nc1ccccc1C(=O)N1CCOCC1 (stereo not given),-2%,4%,3%[56.1 µM]
OCCCCCCNc1ccc(CCO)cc1,-6%,8%,·
CCOC(=O)C1CCN(S(=O)(=O)c2cccc(-c3csc(C)n3)c2)CC1,-2%,?,8%
CCCCNC(=O)C1c2ccccc2OCC(=O)N1C1CC1 (stereo not given),-7%,-9%,·
COc1cccc(-c2csc(/C(C#N)=C/Nc3cc4oc5ccccc5c4cc3OC)n2)c1,1%,-21%,5%

# 3 entries from above, with two lines to a compound:
# Second line of a record: DT40 TDP1 CPT, DT40 TDP1 no CPT, TDP1 block
Cc1nn(-c2ccccc2)c(N)c1N=Nc1ccc2ccccc2c1
    -8%, ?, 13%
OCCCCCCNc1ccc(CCO)cc1
    -6%, 8%, ·
Cc1ccc(C)c(N2CCN(C3CCCCC3NS(=O)(=O)c3ccccc3)CC2)c1 (stereo not given)
    7.3µM*, 4.6µM*, -2%

# (further entries)
smiles,DT40 TDP1 CPT,DT40 TDP1 no CPT,TDP1 block
CN(C)c1ncc2nc(-c3cc(F)cc(F)c3)c(=O)n(C)c2n1,-18%,-3%,·
C=CCC(CC=C)(NC(=O)c1ccccc1C(=O)O)c1ccccc1,3%,1%,3%
N#Cc1ccc(COC(=O)c2cc(=O)c3ccccc3o2)cc1,8%,4%,5%
Cc1nnc(-c2ccc(Oc3ccc(Br)cc3)c([N+](=O)[O-])c2)o1,?,13µM*,3%
O=C(O)CC(NC(=O)C(c1ccccc1)c1ccccc1)c1ccco1 (stereo not given),-1%,-2%,2%
CC(C)NS(=O)(=O)c1ccc(Br)c(C(=O)OC(C)C(=O)NC2CCCCC2C)c1 (stereo not given),-15%,?,-2%[0.505 µM]
COc1ccc(N2CCN(C(=O)C3CCN(S(=O)(=O)N4CCOCC4)CC3)CC2)cc1,?,13µM*,1%
CC(C)NC(=O)c1ccc2c(c1)S(=O)(=O)c1ccccc1C2=O,-3%,?,2%
O=C(C1COc2ccccc2O1)N1CCN(S(=O)(=O)c2ccccc2)CC1 (stereo not given),-4%,-13%,1%
COc1cccc(OC)c1OCCOc1ccc(C(=O)c2ccccc2)cc1,?,?,-5%
COc1ccc2c(c1OC)C(=O)N1N=C(c3ccc(-c4ccccc4)cc3)CC21 (stereo not given),-16%,?,1%
CCc1cccc(NC(=O)CN(C)S(=O)(=O)c2cnc[nH]2)c1,9%,-5%,4%
O=C(NC1CCN(C(=S)NCCc2ccccc2)CC1)C1CC1,-1%,-2%,-3%
CCn1c(CC(=O)Nc2ccc(Cl)c(Cl)c2)nnc1SCc1ccc(C)cc1,11%,?,2%
Oc1c(C(c2cccs2)N2CCC3(CC2)OCCO3)sc2ncnn12 (stereo not given),-15%,-3%,1%
O=C(NCc1ccccc1)C(c1ccc(F)cc1)N(Cc1ccc2c(c1)OCO2)C(=O)Cn1nnc(-c2cccs2)n1 (stereo not given),-18%,?,4%
CC(=O)Oc1ccc2c(c1)C(=O)c1ccccc1C2=O,-5%,-19%,·
O=C(Nc1cc(S(=O)(=O)N2CCCCC2)ccc1O)c1ccccc1NS(=O)(=O)c1ccc(F)c(F)c1,-21%,?,6%
CC(=O)Nc1ccc(CNc2nc3cc(-c4cccc(C(F)(F)F)c4)sc3c(=O)n2C)cc1,23µM*,21µM*,·
Cc1ccc2[nH]c(=O)cc(C(=O)OC(C)C)c2c1,13%,?,4%

# As a short view, some entries already given.
smiles,DT40 TDP1 CPT,DT40 TDP1 no CPT,TDP1 block
O=C(NCc1ccccc1)C(c1ccc(F)cc1)N(Cc1ccc2c(c1)OCO2)C(=O)Cn1nnc(-c2cccs2)n1 (stereo not given),-18%,?,4%
CC(=O)Oc1ccc2c(c1)C(=O)c1ccccc1C2=O,-5%,-19%,·
